NPC1 promoter act: qHTS Assay for NPC1 Promoter Activators; Huh7 NPC1 promoter luciferase reporter, 24 h; Potency, µM (highest dose often 9.22 µM), for the others: at the highest dose activation, hits mostly activators; 2.4% of 320,000 active; AID 485313, 2010;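 also: % of control where 0% means no effect; nearly all actives have a fitted effect of over 60% in size; reporter is driven by a mutant NPC1 promoter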
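Cells: Huh7 expressing luciferase under the NPC1 promoter, 1500/well. Seeded 2 h, compound added, incubated 24 h at 37 °C. Luciferase reagent, 10 min ambient, then luminescence.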
ELG1 genotoxic: qHTS screen for small molecules that induce genotoxicity in human embryonic kidney (HEK293T) cells expressing luciferase-tagged ELG1; HEK293T ELG1-luciferase reporter, luminescence, 16 h; Potency, µM (titrated, usually from 46 µM), for inactives: top-dose activity change, positive = activation, hits mostly activators; 1.3% of 330,000 active; AID 504466, 2011; also: % of control where 0% means no effect; nearly all actives have a fitted effect of over 60% in size
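Step 1: seed 2,000 HEK293T ELG1-luciferase cells per well. Step 2: add compound or DMSO, incubate 16 hr at 37 °C. Step 3: ONE-Glo, 30 min at room temperature, read luminescence.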
BRCA1 expr act: qHTS Assay to Identify Small Molecule Activators of BRCA1 Expression | Potency, µM (series often up to 46.1 µM), for the others: at the highest dose activation, most hits filed as activators | 1.1% of 380,000 active | MCF7-BRCA1-FFLuc reporter, luminescence, 48 h; response scale: scaled: vehicle 0%, 10 µM genistein 100% | AID 624202, 2012; also: nearly all actives have a fitted effect of over 80% in size; some results filed as inactive show a strong effect at the top dose
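MCF7 cells carrying a BRCA1-firefly luciferase reporter (2000 cells/well, phenol-red free MEM) were attached for 2 h at 37 °C, then given compounds for 48 h. Luminescence was read 15 min after luciferase reagent; activity normalized to genistein (10 microM) and DMSO.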
Gal4-VP16 FLuc: VP16 counterscreen qHTS for inhibitors of ROR gamma transcriptional activity. 3.5% of 310,000 active. Drosophila S2 Gal4-VP16 UAS-luciferase, luminescence, 20 h. Potency, µM (titrated, usually from 53.6 µM), inactives show at the highest dose activity, negative = inhibition, actives largely listed as inhibitors;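 also: Gal4-VP16 expression switched on by copper sulfate through the metallothionein promoter; % is scaled to controls: 0 for no effect and ±100 for the full control effect; nearly all actives have a fitted effect of over 50% in size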
MBNL1-CUG inh: qHTS Assay for Inhibitors of MBNL1-poly(CUG) RNA binding; Muscleblind-like protein 1 (Homo sapiens), Q9NR56; TR-FRET MBNL1-His/biotin-(CUG)12 binding, 665/545 ratio; Potency, µM (top dose mostly 57.5 µM), for the others: at the highest dose activity change, negative = inhibition, usual class: inhibitors; 0.036% of 280,000 active; active = well fitted inhibition curve with a large enough effect in the signal ratio, with a control signal flat, not every such curve was filed as active; inconclusive = small, poorly fitted or top-dose-only effect, or effect the other way, or a change in a side signal; inactive = no such curve, though single readings can be large or run the other way; the % refers to the signal ratio; also: % is scaled to controls: 0 for no effect and ±100 for the full control effect
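Inhibition of protein-RNA binding appears as loss of TR-FRET between terbium anti-His antibody on MBNL1-His and streptavidin-XL665 on biotin-(CUG)12. Activity is normalized to buffer-only and uninhibited-complex controls.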
MLL CXXC-DNA inh: qHTS Fluorescence Polarization Assay for Inhibitors of MLL CXXC domain - DNA interaction. Potency, µM (titrated, usually from 115 µM), inactives show top-dose activity change, negative = inhibition, most hits filed as inhibitors. Histone-lysine N-methyltransferase 2A (Homo sapiens), Q03164. 0.037% of 290,000 active. MLL-CXXC / FITC-HOXA9 DNA fluorescence polarization; active = well fitted inhibition curve with a large enough effect in the polarisation, with a control signal flat, not every such curve was filed as active; inconclusive = small, poorly fitted or top-dose-only effect, or effect the other way, or a change in a side signal; inactive = no such curve, though single readings can be large or run the other way; the % refers to the polarisation
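Steps: dispense CXXC domain solution (7 uM) → pin compounds or unlabeled HOX-A9 DNA control → 5 min ambient → add FLSN-HOX-A9 solution (50 nM) → spin → 30 min ambient → fluorescence polarization. Tris pH 7.5/NaCl/DTT/BSA buffer.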
FLuc counter: qHTS profiling assay for firefly luciferase inhibitor/activator using purifed enzyme and Km concentrations of substrates (counterscreen for miR-21 project); Luciferin 4-monooxygenase (Photinus pyralis), P08659; purified FLuc, Km substrates, luminescence inhibition; Potency, µM (titrated, usually from 57.5 µM), inactives show top-dose activity change, negative = inhibition, usual class: inhibitors; 6.9% of 360,000 active;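 also: plate controls were vehicle for no effect and reference inhibitor for full effect; nearly all actives have a fitted effect of over 55% in size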
Target sequence (P08659 whole entry, looked up): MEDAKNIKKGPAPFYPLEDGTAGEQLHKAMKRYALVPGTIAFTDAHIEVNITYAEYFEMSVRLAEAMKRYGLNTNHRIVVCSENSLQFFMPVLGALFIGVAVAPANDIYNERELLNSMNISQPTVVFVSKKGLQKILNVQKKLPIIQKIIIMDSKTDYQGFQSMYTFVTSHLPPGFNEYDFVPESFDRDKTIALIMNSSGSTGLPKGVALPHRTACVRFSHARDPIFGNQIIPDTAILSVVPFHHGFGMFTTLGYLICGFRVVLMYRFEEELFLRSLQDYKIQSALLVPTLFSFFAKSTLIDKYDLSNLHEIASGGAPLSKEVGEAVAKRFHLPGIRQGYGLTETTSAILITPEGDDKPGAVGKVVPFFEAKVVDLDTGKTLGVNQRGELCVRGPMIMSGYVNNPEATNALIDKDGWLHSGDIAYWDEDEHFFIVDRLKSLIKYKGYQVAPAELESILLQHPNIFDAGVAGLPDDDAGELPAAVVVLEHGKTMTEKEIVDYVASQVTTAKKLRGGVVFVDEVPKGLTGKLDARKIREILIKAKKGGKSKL
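Purified P. pyralis luciferase (10nM final) with 10uM D-luciferin and 10uM ATP (Km levels) in 50mM Tris acetate pH 7.5, 10mM Mg acetate, 0.01% Tween-20, 0.05% BSA; qHTS 6-point titration, ~60 µM downward; luminescence read.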
Rab9 promoter act: qHTS Assay for Rab9 Promoter Activators. Potency, µM (highest dose often 9.22 µM), without a hit: top-dose activation, negative = inhibition, hits mostly activators. 2.8% of 320,000 active. Huh7 Rab9 promoter-luciferase reporter, luminescence, 24 h; also: % of control where 0% means no effect; nearly all actives have a fitted effect of over 60% in size
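Luminescence read-out: Huh7 cells stably expressing Rab9-luciferase, treated 24 h with compound at 37 °C, then lysed with luciferase reagent for 10 min at ambient before reading.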
uPA generation: qHTS for Inhibitors of Cell Surface uPA Generation; cell surface uPA generation assay, qHTS; Potency, µM (doses to about 38.3 µM), for inactives: top-dose activity change, negative = inhibition, usual class: inhibitors; 0.31% of 330,000 active; AID 540303, 2011; active = well fitted inhibition curve with a large enough effect; inconclusive = small, poorly fitted or top-dose-only effect; inactive = no such curve, though single readings can be large or run the other way; tested in mouse RAW 264.7 cells; also: % is scaled to controls: 0 for no effect and ±100 for the full control effect; nearly all actives have a fitted effect of over 55% in size
p53 reactivator: qHTS assay for re-activators of p53 using a Luc reporter; H1299 p53-A138V BP100-luciferase reporter, luminescence, 24 h; Potency, µM (series often up to 92.2 µM), without a hit: at the top dose activity change, positive = activation, actives largely listed as activators; 0.063% of 320,000 active; also: % of control where 0% means no effect; nearly all actives have a fitted effect of over 45% in size
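H1299 (p53-null), stable ts p53-A138V + BP100-Luc; 1000 cells/well, Opti-MEM/10% FBS; cpd 4 pt, 1:5; 24 h, 37 deg C, 5% CO2; detection reagent 10 min RT; luminescence.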
RORg inh: qHTS for inhibitors of ROR gamma transcriptional activity; Nuclear receptor ROR-gamma (Mus musculus), P51450; Drosophila S2 Gal4-RORgamma UAS-luciferase reporter, 20 h; Potency, µM (highest dose often 53.6 µM), without a hit: at the top dose activity change, negative = inhibition, most hits filed as inhibitors; 5.4% of 310,000 active; AID 2551, 2010; also: % is scaled to controls: 0 for no effect and ±100 for the full control effect; nearly all actives have a fitted effect of over 60% in size
Target sequence (P51450 whole entry, looked up, the tested form may be a part): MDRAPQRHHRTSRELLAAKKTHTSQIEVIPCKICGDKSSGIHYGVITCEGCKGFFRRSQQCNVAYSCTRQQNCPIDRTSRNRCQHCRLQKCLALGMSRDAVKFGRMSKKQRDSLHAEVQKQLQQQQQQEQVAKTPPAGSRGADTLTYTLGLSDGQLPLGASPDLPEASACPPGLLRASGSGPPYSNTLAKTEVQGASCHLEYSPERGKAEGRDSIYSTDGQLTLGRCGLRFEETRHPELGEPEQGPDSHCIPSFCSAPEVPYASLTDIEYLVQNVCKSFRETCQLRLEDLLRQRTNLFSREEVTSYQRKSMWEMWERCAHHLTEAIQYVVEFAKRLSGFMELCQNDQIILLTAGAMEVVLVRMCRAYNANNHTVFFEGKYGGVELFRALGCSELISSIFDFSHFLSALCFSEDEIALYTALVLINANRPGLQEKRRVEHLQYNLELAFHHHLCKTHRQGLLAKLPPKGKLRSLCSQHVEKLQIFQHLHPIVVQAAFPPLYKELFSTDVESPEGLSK
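Using a luciferase readout, inhibitors were identified by reduced reporter activity in Drosophila cells coexpressing a copper-inducible Gal4–ROR gamma fusion and UAS-driven Photinus luciferase, incubated 20 hr after 700 uM copper sulfate.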
Active calls of the source: *; [ ] = remark or other dose. Unless noted, calls follow the shape of the dose curve; as a rule, active = well fitted curve in the direction sought with a large enough effect; inconclusive = small, poorly fitted or top-dose-only effect, or another doubt; inactive = no such curve, though single readings can be large; an effect the other way counts as inactive or inconclusive. Potency is read from the fitted curve at half-maximal effect. Only part of the results is shown; count on the stated rates, not on these rows.

Screening O=C(CSc1nc2ccccc2[nH]1)N1c2ccccc2Sc2ccccc21 returned NPC1 promoter act 8.5%, ELG1 genotoxic -1.4%, BRCA1 expr act -4.0%, Gal4-VP16 FLuc 1.7%, MBNL1-CUG inh -21.8%, MLL CXXC-DNA inh 13.1%, FLuc counter -8.3%, Rab9 promoter act -3.0%, uPA generation -10.4%, p53 reactivator 1.1% and RORg inh 1.8%.
`Cc1cccn2c(=O)nc(SCC(=O)NCc3ccc4c(c3)OCO4)nc12` gave NPC1 promoter act -1.2%, ELG1 genotoxic -1.6%, BRCA1 expr act -16.8%, FLuc counter -8.4%, Rab9 promoter act 0.2%, uPA generation -2.1% and p53 reactivator 1.2%.
Screening COc1ccc(C(=O)N2CCC(C(=O)c3ccc(F)cc3)CC2)cc1 returned NPC1 promoter act -4.9%, ELG1 genotoxic -1.1%, BRCA1 expr act -29.1%, Gal4-VP16 FLuc -13.1%, MBNL1-CUG inh inconclusive, MLL CXXC-DNA inh 11.0%, FLuc counter 4.6%, Rab9 promoter act -1.1%, uPA generation -3.5%, p53 reactivator -6.1% and RORg inh 22.4%.
`Cc1cc(C(=O)CN2C(=O)c3ccccc3S2(=O)=O)c(C)n1C(C)C` gave NPC1 promoter act -3.5%, ELG1 genotoxic 1.6%, BRCA1 expr act -91.8%[inhibitor], Rab9 promoter act inconclusive, uPA generation -5.4% and p53 reactivator -20.0%.
COCCN(C(=O)CCN1C(=O)C2CC=CCC2C1=O)c1c(N)n(CC(C)C)c(=O)[nH]c1=O (stereo not given) was read as NPC1 promoter act -3.7%, ELG1 genotoxic 2.7%, BRCA1 expr act -6.7%, FLuc counter 3.0%, Rab9 promoter act -6.3%, uPA generation 10.0% and p53 reactivator 3.3%.
`CCN(Cc1ccccc1)S(=O)(=O)c1c(C(=O)N2CCCC2)c(C)n(C)c1C` gave NPC1 promoter act -5.0%, ELG1 genotoxic -0.8%, BRCA1 expr act 0.0%, Gal4-VP16 FLuc -7.0%, MBNL1-CUG inh 6.1%, MLL CXXC-DNA inh -0.8%, FLuc counter 0.8%, Rab9 promoter act -2.7%, uPA generation 1.8%, p53 reactivator -4.0% and RORg inh -16.6%.
For CCOC(=O)C1CCN(c2cc3c(cc2NC(=O)c2ccccc2Br)n(C)c(=O)n3C)CC1 the results were NPC1 promoter act 1.9%, ELG1 genotoxic -8.4%, BRCA1 expr act 7.4%, Gal4-VP16 FLuc -6.7%, MBNL1-CUG inh 3.3%, MLL CXXC-DNA inh -0.9%, FLuc counter 2.3%, Rab9 promoter act -3.6%, uPA generation 4.6%, p53 reactivator -14.8% and RORg inh 3.7%.
NC(=O)C1CCCN(C(=O)Nc2cccc3ccccc23)C1 (stereo not given) was read as NPC1 promoter act 1.2%, ELG1 genotoxic 1.1%, BRCA1 expr act -23.6%, Gal4-VP16 FLuc 4.1%, MBNL1-CUG inh 11.9%, MLL CXXC-DNA inh 7.6%, FLuc counter -2.3%, Rab9 promoter act 6.5%, uPA generation -10.2%, p53 reactivator -1.9% and RORg inh 2.4%.
For Cc1cc(NC(=O)CSc2nncn2-c2ccccc2)no1 the results were NPC1 promoter act -4.3%, ELG1 genotoxic 12.7%, BRCA1 expr act 1.1%, Gal4-VP16 FLuc -7.9%, MBNL1-CUG inh -2.6%, MLL CXXC-DNA inh -4.3%, FLuc counter 2.7%, Rab9 promoter act -1.4%, uPA generation 5.3%, p53 reactivator 1.1% and RORg inh 8.1%.
`C=CCc1cccc2cc(C(=O)NC3=C(C#N)CCC3)c(=O)oc12` gave NPC1 promoter act 1.7%, ELG1 genotoxic 1.2%, BRCA1 expr act 10.0%, Gal4-VP16 FLuc -14.6%, MBNL1-CUG inh 10.9%, MLL CXXC-DNA inh -10.1%, FLuc counter 4.3%, Rab9 promoter act 0.1%, uPA generation 1.6%, p53 reactivator 6.8% and RORg inh 25.4%.
For Cc1cc(Oc2ccc(C#N)cc2)nc(N2CCOCC2)n1 the results were NPC1 promoter act -2.2%, ELG1 genotoxic 0.0%, BRCA1 expr act -24.0%, Gal4-VP16 FLuc 1.3%, MBNL1-CUG inh -14.9%, MLL CXXC-DNA inh -12.5%, FLuc counter -0.9%, Rab9 promoter act 5.7%, uPA generation -3.4%, p53 reactivator -5.0% and RORg inh 33.9%.
`COC(=O)C1(C(F)(F)F)N=C(C(F)(F)F)Nc2ccc(Cl)cc21` (stereo not given) gave NPC1 promoter act -0.1%, ELG1 genotoxic 3.6%, BRCA1 expr act -10.2%, Gal4-VP16 FLuc -6.5%, MBNL1-CUG inh -21.1%, MLL CXXC-DNA inh 10.2%, FLuc counter -2.4%, Rab9 promoter act -10.4%, uPA generation -1.2%, p53 reactivator -6.8% and RORg inh 4.5%.
Screening COc1ccc(C2C3=C(CCCC3=O)Nc3nc(SCc4ccc(C(=O)O)cc4)nn32)cc1OC (stereo not given) returned NPC1 promoter act 1.0%, ELG1 genotoxic -0.2%, BRCA1 expr act 13.5%, Gal4-VP16 FLuc -0.5%, MBNL1-CUG inh 4.1%, MLL CXXC-DNA inh 0.2%, FLuc counter 10.6%, Rab9 promoter act 4.4%, uPA generation 16.9%, p53 reactivator 1.7% and RORg inh -2.8%.
For CCCOc1ccc(N2C(=O)CC(N3CCN(CCN=CC4=C(O)CC(C)(C)CC4=O)CC3)C2=O)cc1 (stereo not given) the results were NPC1 promoter act -0.2%, ELG1 genotoxic -2.2%, BRCA1 expr act 4.6%, Gal4-VP16 FLuc 0.0%, MBNL1-CUG inh 3.9%, MLL CXXC-DNA inh -5.1%, FLuc counter 0.6%, Rab9 promoter act -6.6%, uPA generation -5.4%, p53 reactivator -0.4% and RORg inh 1.4%.
Screening COCCCNC(=O)c1cccc(S(=O)(=O)N2CC3(C)CC2CC(C)(C)C3)c1 (stereo not given) returned NPC1 promoter act -6.0%, ELG1 genotoxic 1.1%, BRCA1 expr act -29.4%, FLuc counter 8.6%, Rab9 promoter act -4.0%, uPA generation 6.31µM* and p53 reactivator -11.4%.
For CC(C)S(=O)(=O)c1csc(C(=O)NN)c1Cl the results were NPC1 promoter act 1.4%, ELG1 genotoxic -1.0%, BRCA1 expr act 5.8%, Gal4-VP16 FLuc -17.6%, MLL CXXC-DNA inh -13.0%, FLuc counter -8.3%, Rab9 promoter act -5.5%, uPA generation 6.1%, p53 reactivator 0.5% and RORg inh 10µM*.
Screening CS(=O)(=O)c1ccc(Cl)c(C(=O)O)c1 returned NPC1 promoter act -3.5%, ELG1 genotoxic 3.0%, BRCA1 expr act 1.2%, Gal4-VP16 FLuc -3.9%, MBNL1-CUG inh -0.5%, MLL CXXC-DNA inh 15.8%, FLuc counter 1.4%, Rab9 promoter act -1.8%, uPA generation -4.6%, p53 reactivator 13.0% and RORg inh 2.8%.
`Cc1ccc(S(=O)(=O)NNC(=O)Nc2cccc(F)c2)c(C)c1` gave NPC1 promoter act -3.2%, ELG1 genotoxic -5.8%, BRCA1 expr act 5.7%, Gal4-VP16 FLuc -5.2%, MBNL1-CUG inh -4.5%, MLL CXXC-DNA inh 0.7%, FLuc counter 4.5%, Rab9 promoter act -3.6%, uPA generation -0.1%, p53 reactivator 22.1% and RORg inh 21.3%.
Screening Cc1ccc(C(=O)c2cn[nH]c2-c2ccccc2O)cc1 returned NPC1 promoter act 18.0%, ELG1 genotoxic 2.4%, BRCA1 expr act 79.4%, Gal4-VP16 FLuc -1.7%, MBNL1-CUG inh -6.2%, MLL CXXC-DNA inh -21.2%, FLuc counter inconclusive, Rab9 promoter act inconclusive, uPA generation 5.5%, p53 reactivator 16.2% and RORg inh -12.4%.
Screening COc1cc(S(=O)(=O)N(Cc2ccccc2)Cc2ccccn2)ccc1-n1cnnn1 returned NPC1 promoter act -0.8%, ELG1 genotoxic -2.8%, BRCA1 expr act -3.1%, Gal4-VP16 FLuc -8.0%, MBNL1-CUG inh -23.5%, MLL CXXC-DNA inh 3.7%, FLuc counter -0.5%, Rab9 promoter act -5.5%, uPA generation -2.7%, p53 reactivator -6.2% and RORg inh 41.0%.

Screening data deposited in PubChem by National Center for Advancing Translational Sciences (NCATS).
